TbREL1 primary = TbREL1 inhibition, primary screen; TbREL1 RNA ligation, FRET fluorescence; hit rate 0.49% among 89,000; P86926; inhibition, % at 9.66 µM;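 active = inhibition above the mean inhibition across all screened compounds plus 3 SD, cut at about 11% in these data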;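 note: 0% = plate median of test wells and 100% = NSC42067 control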
Target sequence (P86926 whole entry, looked up): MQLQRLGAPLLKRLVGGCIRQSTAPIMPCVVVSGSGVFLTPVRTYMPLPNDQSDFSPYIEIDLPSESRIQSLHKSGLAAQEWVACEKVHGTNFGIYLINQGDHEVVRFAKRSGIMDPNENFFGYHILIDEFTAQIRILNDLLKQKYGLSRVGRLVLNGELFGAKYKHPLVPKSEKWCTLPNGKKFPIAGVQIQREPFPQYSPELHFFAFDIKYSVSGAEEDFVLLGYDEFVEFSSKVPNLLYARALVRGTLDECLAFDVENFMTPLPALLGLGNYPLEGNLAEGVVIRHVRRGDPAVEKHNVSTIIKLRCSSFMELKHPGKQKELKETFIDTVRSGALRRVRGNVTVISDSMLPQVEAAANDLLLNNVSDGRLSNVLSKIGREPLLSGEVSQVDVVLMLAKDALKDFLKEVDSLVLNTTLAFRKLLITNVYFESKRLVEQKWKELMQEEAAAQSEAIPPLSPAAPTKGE
* marks the source's active call; other numbers are inactive results. This is a subset, so the mix of outcomes need not match the whole.

SMILES	TbREL1 primary
C[C@H](c1ccccc1)N1C[C@@H](COCc2ccccc2)Oc2cc(N3CCC[C@@H]3CO)ccc2S1(=O)=O	-1
COc1cccc(C2NC(=S)NC(C)=C2C(C)=O)c1 (stereo not given)	-4
O=C(NC1CCS(=O)(=O)C1)C1C2CC3CC(C2)CC1C3 (stereo not given)	1
COc1ccc(NC(=O)COC(=O)c2ccc(F)cc2F)cc1	3
CC1(C)Cc2nc3sc4c(N(CCO)CCO)ncnc4c3cc2CO1	2
C=CCn1c(SCC(=O)c2ccc(O)c(O)c2)nnc1-c1ccc(OC)cc1	-4
COc1ccc(C2C(C(=O)Nc3c(C)cccc3C)CCC(=O)N2c2ccc(OC)cc2)cc1 (stereo not given)	6
Cn1cccc1/C=N/NC(N)=S	-5
Cc1onc(-c2ccccc2)c1C(=O)Nc1nncs1	1
Cc1nc(Oc2ccc(Cl)cc2)c2oc3ccccc3c2n1	0
O=C(C/C(=N/O)c1ccccc1O)C(F)F	2
CC(C)(C)OC(=O)N1CCC2(CC1)Oc1ccc(F)cc1C(=O)C21CC(c2ccccc2)=NO1 (stereo not given)	7
O/N=C/c1ccc2cccc(O)c2n1	3
CCCc1nc2c([nH]1)C(c1cccnc1)C(C#N)=C(N)O2 (stereo not given)	-1
COc1ccc(CNC(=O)CN(Cc2ccco2)C(=O)CNS(=O)(=O)c2ccc(C)cc2)cc1	-3
Cc1ccc(CN2CCCCC(NC(=O)Nc3ccccc3F)C2=O)cc1 (stereo not given)	-1
COc1ccc(CN(Cc2ccc(C(=O)O)cc2)C(=S)Nc2ccccc2Cl)cc1OC	0
Cc1cc(C)c2nc(/N=C(\N)NC(=O)Nc3ccccc3)nc(C)c2c1	3
CC1CCCCC1NC(=O)C1CCN(S(=O)(=O)c2ccc3c(c2)CCC(=O)N3)CC1 (stereo not given)	-2
CC(=O)N1CCc2cc(S(=O)(=O)CCC(=O)Nc3c(C)n(C)n(-c4ccccc4)c3=O)ccc21	2
CCOC(=O)c1[nH]cnc1C(=O)N1CCN(C(=O)OC(C)(C)C)CC1	0
Nc1ccc(S(=O)(=O)Nc2ccc(S(N)(=O)=O)cc2)cc1	0
Cc1ccc(CC(NC(=O)c2ccc(C)cc2)C(=O)O)cc1 (stereo not given)	5
COc1ccccc1S(=O)(=O)Cc1ccc(C(=O)NCc2cccs2)o1	1
CC(C)(C)[C@@H]1COC(=O)[C@H](Cc2ccc(F)cc2)CC/C=C\C[C@H](CC(=O)N(CCO)Cc2ccccc2)C(=O)N1	-3
Cc1c(NC(=O)c2cccc(NS(C)(=O)=O)c2)c(=O)n(-c2ccccc2)n1C	1
CN(C)C(=O)/C(=C/c1cn(-c2ccccc2)nc1-c1cccc([N+](=O)[O-])c1)NC(=O)c1ccccc1	-2
CCN(CC)C(=O)/C(=C\c1ccc(Br)cc1)NC(=O)c1ccccc1OC	-2
CC(=NC1CCN(Cc2ccccc2)CC1)c1c(O)[nH]c(=O)[nH]c1=O	0
O=C(Nc1ncccc1O)c1cccc(S(=O)(=O)N2CCCc3ccccc32)c1	-4
Cc1ccc(CNC(=O)Cc2ccc(-c3ccccc3)cc2)cc1	-2
CCOc1ccc(NC(=O)CN(C)C(=O)COc2cccc(CC)c2)cc1OCC	-3
CC(C)c1ccc(C(=O)Nc2nnc(S(=O)(=O)N3CCOCC3)s2)cc1	2
CCN(CC)c1ccc(C=NNC(=O)c2cc(-c3ccc(C)c(C)c3)n[nH]2)c(O)c1	-4
Cc1cc(C)n(-c2nnc(C)c(=O)[nH]2)n1	4
COc1ccc(N=Cc2cc(Cl)ccc2O)cc1Cl	-3
CCCOc1ccc(C2c3c(oc4cc(C)c(C)cc4c3=O)C(=O)N2CCCN(C)C)cc1OCC (stereo not given)	10
CCC(C(=O)Nc1cc(C(=O)O)ccc1C)c1ccccc1 (stereo not given)	3
C[C@@H]1CCCN1c1ccc2c(c1)O[C@@H]1CCN(C1)S2(=O)=O	-1
CN1CCN(c2ccc(-c3ccc4ccccc4n3)cc2)CC1	-3
Cc1ccc(C(=O)N2[C@@H]3CN(C)C(=O)[C@@]2(C)[C@H]2C(=O)N(C)C(=O)[C@@H]32)cc1	4
O=C1CSCc2nc3ccccc3n21	1
Cc1ccc(NC(=O)C2CCN(S(C)(=O)=O)CC2)cc1	0
CC(C)C(C(=O)Nc1ccc2c(c1)OCO2)N1C(=O)c2ccccc2C1=O (stereo not given)	-1
CS(=O)(=O)Nc1cccc(NC(=O)c2cccc3c(-c4cccc(C(N)=O)c4)coc23)c1	1
Cc1ccccc1Cn1cc(COC(=O)N(C)Cc2ccccc2)nn1	6
COC(=O)c1ccc(C)c(NC(=O)CCSc2ccccc2)c1	0
Cc1cccc(CSc2nnc(N)n2-c2ccccc2)c1	8
NC(=O)CC(NC(=O)c1ccccc1)c1ccc(NC2CCCCC2)c([N+](=O)[O-])c1 (stereo not given)	2
CCN(CC)c1ccc(/C=N/N(c2ccccc2)c2ccccc2)c(O)c1	0

Arranged by the number under TbREL1 primary (lowest first): some entries from above
| smiles | TbREL1 primary |
| --- | --- |
| CCOc1ccc(NC(=O)CN(C)C(=O)COc2cccc(CC)c2)cc1OCC | -3 |
| COc1ccc(CN(Cc2ccc(C(=O)O)cc2)C(=S)Nc2ccccc2Cl)cc1OC | 0 |
| O=C(NC1CCS(=O)(=O)C1)C1C2CC3CC(C2)CC1C3 (stereo not given) | 1 |

Going on with the list.
SMILES	TbREL1 primary
O=C(CNC(=O)c1cncc(Br)c1)Nc1ccc(F)c(F)c1F	-1
N#Cc1nc(N)nc(N(c2ccccc2)c2ccccc2)n1	1
CCC1=C2CC[C@H]3C(=O)N(C)C(=O)[C@H]3[C@H]2[C@@]2(Cc3ccccc3)C(=NCCOC)OC(=O)N2C1=O	4
O=C(OCCN1CCN(C2=NS(=O)(=O)c3ccccc32)CC1)c1cccc(Br)c1	-2
Cc1cccc(NC(=O)C2C(c3ccccc3)C2(Cl)Cl)c1C (stereo not given)	4
Cc1ccc(OCC(=O)NNC(=O)C2CCN(c3ncnc4sc(C)c(C)c34)CC2)cc1	-2
COCCN(C(=O)COC(=O)c1ccc(C)o1)c1c(N)n(Cc2ccccc2)c(=O)[nH]c1=O	0
CCOC(=O)c1c(-c2ccc(C)cc2)csc1NC(=O)C1CCCO1 (stereo not given)	-2
Cc1cc(C)c(NC(=O)CCCC(=O)O)c(Cl)c1	4
COc1cc(/C=N/Nc2ccccn2)ccc1O	-4

Some values from above:
`CCC1=C2CC[C@H]3C(=O)N(C)C(=O)[C@H]3[C@H]2[C@@]2(Cc3ccccc3)C(=NCCOC)OC(=O)N2C1=O` in TbREL1 primary is listed with 4
`Cc1cccc(NC(=O)C2C(c3ccccc3)C2(Cl)Cl)c1C` (stereo not given) in TbREL1 primary is listed with 4
`O=C(OCCN1CCN(C2=NS(=O)(=O)c3ccccc32)CC1)c1cccc(Br)c1` in TbREL1 primary is listed with -2

(more compounds)
SMILES	TbREL1 primary
COc1ccc(CNC(=O)C2(CC3CC(c4ccccc4)=NO3)CCN(C(=O)c3cccc(O)c3)CC2)cc1 (stereo not given)	-3
CCOC(=O)c1ccc(N(CC(=O)NC2CCCCC2)C(=O)CNC(=O)c2ccco2)cc1	-2
COc1ccc(N(CC2CO2)S(=O)(=O)c2ccccc2)cc1 (stereo not given)	-1
Cc1[nH]c2ccccc2c1SCC(=O)Nc1nccs1	5
C[C@H]1[C@@H](c2ccccc2)Oc2ccc(Cl)cc2S(=O)(=O)N1Cc1cccc(Cl)c1	2
NC1=NC(=O)C(Cc2cccc(Cl)c2)S1 (stereo not given)	0
Cc1nc2ccc(NS(=O)(=O)c3ccc(F)cc3F)cc2s1	2
Cc1ccc(-c2cc(C(=O)NN=Cc3ccc(N(C)C)cc3)[nH]n2)cc1C	0
O=C(CSc1ccc(-c2ccccn2)nn1)N1CCCC1	2
CC(=O)N1CCc2[nH]c3ccc(C)cc3c2C1	-5
O=C(c1nc2ccc(Cl)cn2c1CN1CCC(O)CC1)N1CCc2ccccc2C1	-1
CC(C)Cn1nc(C(=O)Nc2cccc(S(=O)(=O)N3CCCC3)c2)c2ccccc2c1=O	-1
Oc1ccc(C2N=C(c3ccccc3)NC(c3ccccc3)=N2)cc1	3
CCN(CC)CCCN1C(=O)C(=O)/C(=C(/O)c2ccc(Cl)cc2)C1c1ccccn1 (stereo not given)	-1
CN(C(=O)Cn1c(Cl)nc2c1c(=O)n(C)c(=O)n2C)C1CCS(=O)(=O)C1 (stereo not given)	-3
O=C(O)c1ccc(Cl)c(S(=O)(=O)NCc2ccco2)c1	4
CSCCC(NC(=O)CCNC(=O)c1ccccc1Cl)c1nc2ccccc2[nH]1 (stereo not given)	-3
CC(=O)Nc1ccc2c(c1)C(=Nc1ccccc1)c1ccccc1-2	0
Cc1cccc2sc(N(CCCN(C)C)C(=O)c3ccc(C(=O)c4ccccc4)cc3)nc12	5
CS(=O)(=O)N1CC(C(=O)NC2CCCC2)Oc2ccc(Cl)cc21 (stereo not given)	1
O=C(CNC(=O)c1ccc2ccccc2c1)Nc1ncccc1O	0
Cc1ccc2c(CC(=O)N3CCN(S(=O)(=O)c4cccs4)CC3)coc2c1	-5
Cc1ccc(S(=O)(=O)N2CCN(C(=O)c3ccc(N4CCCC4)c([N+](=O)[O-])c3)CC2)cc1	-1
CCCCCCn1c(=O)n2n(c1=O)[C@@H]1CN(S(=O)(=O)c3ccc(C)cc3)C[C@]1(O)[C@@H](OC(=O)Nc1cccs1)C2	-3
CSc1ccc(CN2C(=O)NC3(CCCCCC3)C2=O)cc1	1
O=C(Cc1ccc(Cl)cc1)Nc1ccc(NC(=O)c2ccccc2)cc1	0
COc1ccc([C@H]2OC(=O)C[C@H]2C(=O)N2CCN(c3ccccc3F)CC2)cc1OC	0
CCOc1ccc(S(=O)(=O)NCCC(=O)OCC(=O)N2CC(=O)Nc3ccccc32)cc1	2
COc1ccc(-n2c(=O)c3ccccc3n(CC(=O)NC3CCCCC3)c2=O)cc1OC	0
COc1cc(C(=O)NCC2(N3CCCCC3)CCCCC2)ccc1OCC(=O)N1CCOCC1	1
Cc1nn(C)c(C(=O)NC(=S)Nc2ccccc2Br)c1Cl	-2
O=C(Nc1nccs1)c1ccccn1	15*
Cc1ccc(-c2cccc(-c3cc(=O)oc4ccc(C(C)(C)C)cc34)c2)cc1	0
O=C(c1ccco1)N1CCC(c2nc3c(nnn3Cc3ccc(F)cc3)c(=O)[nH]2)CC1	0
CCn1c(CNc2ccc(F)cc2)nnc1SCC(=O)Nc1ccccc1OC	3
O=C(CN1CCN(S(=O)(=O)c2ccc(C(F)(F)F)cc2)CC1)N1CCNC1=O	0
O=C(CCc1c[nH]c2ccccc12)Nc1ccc(Nc2ccccc2)cc1	-5
COc1cc2ccccc2cc1C(=O)NCc1ccncc1	1
CCCCN1C(N)=NC[C@@H]1CCCCN	6
Fc1ccc(-n2cc(-c3ccccc3)c3c(NN4CCOCC4)ncnc32)cc1	-3
COCCCN1C(=O)C(CC(=O)NCCN2CCOCC2)CC(C(=O)N(C(C)C)C(C)C)=C1C (stereo not given)	-3
CSc1nnc(C)c(=O)n1COC(=O)COc1ccccc1F	2
Cc1c(NC(=O)c2cc(C3CC3)on2)c(=O)n(-c2ccccc2)n1C	-1
COc1cccc(CNC(=O)c2ccc(Cl)c(S(=O)(=O)N3CCOCC3)c2)c1	-1
O=C(O)C(CCCCN1C(=O)C2C3C=CC(C3)C2C1=O)N1C(=O)C2C3C=CC(C3)C2C1=O (stereo not given)	2
Cc1ccc(CN(Cc2cccnc2)C(=S)Nc2cc(Cl)ccc2C)cc1	-2
O=C(C1Cc2ccccc2CN1S(=O)(=O)c1cccs1)N1CCCCC1 (stereo not given)	-1
Cc1noc(C)c1COC(=O)c1cc(S(=O)(=O)N2CCOCC2)ccc1F	0
C=CCN1C(=O)[C@H](CC(=O)N2CCN(C(=O)c3ccco3)CC2)[C@@]2(C(=O)OCC)CCCC=C12	-2
Cc1cc(C(=O)N/N=C/c2ccc3c(c2)OCO3)c(C)n1-c1ccc(F)cc1	-4

5 entries picked at random from the list so far:
SMILES	TbREL1 primary
CCOc1ccc(S(=O)(=O)NCCC(=O)OCC(=O)N2CC(=O)Nc3ccccc32)cc1	2
CS(=O)(=O)N1CC(C(=O)NC2CCCC2)Oc2ccc(Cl)cc21 (stereo not given)	1
CC(C)(C)OC(=O)N1CCC2(CC1)Oc1ccc(F)cc1C(=O)C21CC(c2ccccc2)=NO1 (stereo not given)	7
CC1CCCCC1NC(=O)C1CCN(S(=O)(=O)c2ccc3c(c2)CCC(=O)N3)CC1 (stereo not given)	-2
CCN(CC)C(=O)/C(=C\c1ccc(Br)cc1)NC(=O)c1ccccc1OC	-2

Further records
SMILES	TbREL1 primary
COc1cc2c(cc1OC)CN(CC(=O)Nc1ccccc1C(=O)NCc1ccccc1)CC2	1
COC(=O)c1cc2ccsc2n1Cc1nc(-c2ccc(Cl)cc2)oc1C	0
Cn1cncc1C#Cc1c(-c2ccc(S(C)(=O)=O)cc2)sc2ccccc12	2
COc1cccc(C(=O)N(CN2CCCC2=O)c2cccc(Cl)c2)c1	-1
COc1ccc(OC)c(NC(=O)C2CCCN(S(=O)(=O)c3ccc(-n4cnnn4)cc3)C2)c1 (stereo not given)	-5
C=CCSc1nnc(-c2cc(C(C)(C)C)nn2Cc2ccc(F)cc2)n1C	0
O=C1CCc2cc(S(=O)(=O)NC(Cc3ccccc3)C(=O)NC3CCCC3)ccc2N1 (stereo not given)	-1
CN(C)c1ccc(CN2CCCCCC2)cc1	-2
Cc1ccccc1-c1n[nH]nc1C1=CC(=O)C[C@H](c2ccc(F)cc2)C1	7
O=C(CNC(=O)c1sc2ccccc2c1Cl)Nc1ccccc1F	6
COc1ccc(CNC(=O)CN(C(=O)c2csnn2)c2ccc(F)cc2)cc1	-2
COc1ccc(CCNC(=O)C23CN(Cc4ccccc4)CC2C(c2cccc([N+](=O)[O-])c2)=NO3)cc1 (stereo not given)	0
CC1=Nn2c(nnc2-c2ccccc2Cl)SC1	2
Cc1cc(=O)oc2cc(NC(=O)COc3ccccc3[N+](=O)[O-])ccc12	3
CCNC(=O)NC(=O)C(C)OC(=O)C1CCN(S(=O)(=O)c2ccccc2C(=O)OC)CC1 (stereo not given)	-3
O=C(Nc1cc(Cl)cc(Cl)c1)c1cccc(OC(F)F)c1	4

Source: PubChem
